# Mtb FBA inh: inhibits M. tuberculosis FBA enzyme | P9WQA3 | 360,000 tested, 2.3% active | AID 588726 | inhibition, % at 1 µM | purified M. tuberculosis FBA, fluorescence read-out; in the data active means inhibition above about 27%;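 further: 0% = vehicle and 100% = reference inhibitor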
# BH1578 lux ind: induces V. cholerae light production without autoinducers; activation, % at 18.7 µM; V. cholerae BH1578 lux reporter, luminescence, 6 h; 350,000 tested, 0.16% active; in the data active means activation mostly above about 9.7%, no sharp cut-off; further: not every result past the cut was called active; inactives centre near 0; reference of the scale not given here
# Mtb UGM inh: inhibitors of M. tuberculosis UDP-galactopyranose mutase. P9WIQ1. purified UGM, fluorescence polarization probe displacement. inhibition, % at 10 µM. 320,000 tested, 0.06% active. AID 504406; in the data active means inhibition above about 10%, passing the limit was not always enough
# Target sequence (P9WIQ1 whole entry, looked up): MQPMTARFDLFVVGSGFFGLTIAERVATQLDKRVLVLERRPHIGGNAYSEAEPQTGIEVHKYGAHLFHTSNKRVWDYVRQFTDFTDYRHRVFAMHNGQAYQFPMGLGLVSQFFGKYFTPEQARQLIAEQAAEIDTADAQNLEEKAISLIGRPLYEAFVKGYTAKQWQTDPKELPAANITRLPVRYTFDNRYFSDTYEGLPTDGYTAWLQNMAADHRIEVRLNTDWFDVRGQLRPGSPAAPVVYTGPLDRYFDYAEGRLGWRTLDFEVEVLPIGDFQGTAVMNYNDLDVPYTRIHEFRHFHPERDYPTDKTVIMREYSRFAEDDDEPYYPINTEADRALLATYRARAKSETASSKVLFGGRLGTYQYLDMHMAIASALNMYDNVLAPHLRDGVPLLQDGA
# VHR inh abs: inhibitors of human VHR1 phosphatase (DUSP3). P51452. recombinant VHR phosphatase, pNPP absorbance. inhibition, % at 13.3 µM. 290,000 tested, 0.52% active; in the data active means inhibition above about 50%; further: some compounds called inactive have numbers as strong as hits
# Target sequence (P51452 whole entry, looked up): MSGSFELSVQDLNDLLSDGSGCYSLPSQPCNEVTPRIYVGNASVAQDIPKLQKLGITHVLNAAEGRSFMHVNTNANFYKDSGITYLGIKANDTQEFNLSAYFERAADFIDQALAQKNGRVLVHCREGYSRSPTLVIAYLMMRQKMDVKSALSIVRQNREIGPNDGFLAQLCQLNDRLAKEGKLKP
# Rv3671c protease: Rv3671c (M. tuberculosis) protease inhibition. P9WHR9. inhibition, % at 5.96 µM. 320,000 tested, 0.048% active. AID 2606; in the data active means inhibition above about 38%;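 further: extracellular domain of Rv3671c used as enzyme; 0% = enzyme with DMSO and 100% = no enzyme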
# Target sequence (P9WHR9 whole entry, looked up, the tested form may be a part): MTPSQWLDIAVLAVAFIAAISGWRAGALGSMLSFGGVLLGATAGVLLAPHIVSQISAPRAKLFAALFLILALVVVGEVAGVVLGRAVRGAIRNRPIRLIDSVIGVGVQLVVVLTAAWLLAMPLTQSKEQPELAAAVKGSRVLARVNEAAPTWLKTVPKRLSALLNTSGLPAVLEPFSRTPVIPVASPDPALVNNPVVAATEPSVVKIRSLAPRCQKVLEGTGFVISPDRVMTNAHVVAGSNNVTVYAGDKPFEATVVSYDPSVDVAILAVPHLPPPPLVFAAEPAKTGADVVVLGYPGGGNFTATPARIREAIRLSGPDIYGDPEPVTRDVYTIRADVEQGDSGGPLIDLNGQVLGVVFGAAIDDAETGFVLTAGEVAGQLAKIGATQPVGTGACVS
# 3CLpro inhibitor: SARS-CoV 3CLpro protease inhibition | P0C6X7 | recombinant SARS-CoV 3CLpro, quenched FRET peptide cleavage | inhibition, % at 6 µM | 290,000 tested, 0.14% active | AID 1706; in the data active means inhibition above about 12%
# MazEF act: MazEF (E. coli) toxin RNase activation. FAM/BHQ RNA-DNA oligo cleavage fluorescence, 5 h. activation, % at 20 µM. 350,000 tested, 0.32% active. AID 504720; in the data active means activation above about 50%
# Target sequence (P0AE70 whole entry, looked up): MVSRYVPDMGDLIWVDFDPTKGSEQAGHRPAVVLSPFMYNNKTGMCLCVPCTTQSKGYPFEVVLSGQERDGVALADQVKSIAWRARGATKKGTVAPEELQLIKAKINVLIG
# GDH-TPI counter: inhibits GDH-TPI coupling enzymes, artifact for Mtb FBA screen | GDH-TPI coupled enzyme counterscreen, NADH absorbance | inhibition, % at 4.8 µM | 360,000 tested, 1.2% active | AID 588335; in the data active means inhibition above about 30%;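 further: 0% = DMSO wells and 100% = wells lacking the enzyme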
# Mtb BioA inh: BioA (M. tuberculosis) enzyme inhibition. purified M. tuberculosis BioA enzyme, plate reader. inhibition, % at 9.99 µM. 360,000 tested, 0.096% active. AID 602481; in the data active means inhibition above about 40%
# PriA SSB inh: K. pneumoniae PriA-SSBct interaction inhibition; 430,000 tested, 0.6% active; inhibition, % at 33 µM; AlphaScreen SSBct-PriA binding, biotinylated peptide; in the data active means inhibition mostly above about 37%, no sharp cut-off; inactive means mostly below about 20%;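 further: plate controls were negative control peptide for no effect and reference peptide for full effect; strong numbers were not always called active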
# Numbers without * were called inactive; i = inactive; nt = no result given; + = active, no number; & = joins results of further samples. The list is partial (hit frequency here may not be typical).
SMILES,Mtb FBA inh,BH1578 lux ind,Mtb UGM inh,VHR inh abs,Rv3671c protease,3CLpro inhibitor,MazEF act,GDH-TPI counter,Mtb BioA inh,PriA SSB inh
CN1CCN(Cc2nc3c(c(=O)n(C)c(=O)n3C)n2Cc2cccc3ccccc23)CC1,2,i,nt,13,nt,0,6,3,-0.3,-10
NC(Cc1ccc(Cl)cc1)c1csc(Nc2ccc(C(F)(F)F)cn2)n1 (configuration not stated),2,1.3,nt,nt,nt,nt,nt,3,-2.2,nt
CCOc1ncccc1C(=O)OCCN1C(=O)c2ccccc2C1=O,-6,-25,1.1,18,8,2,7,10,0.3,-2
CC(C)(C)C1CCC(C(=O)OCC(=O)c2ccc[nH]2)CC1 (configuration not stated),-3,-0.3,1.1,-4,-7,-2,-9,-3,nt,-12
Cn1c(=O)c2c(nc(SCc3nn[nH]n3)n2Cc2ccccc2F)n(C)c1=O,-1,0.5,nt,-10,nt,2,-19,-5,-0.9,0
CCSc1nnc(NC(=O)[C@H](C)NC(=O)c2ccccc2Cl)s1,-2,-1.6,0.2,0,10,2,-5,-9,nt,-3
CCCNC(=O)C1CC(=O)N(c2ccc(OCc3ccc(F)cc3)cc2)C1 (configuration not stated),1,i,2.7,-16,18,5,5,4,-3.3,1
Cc1ccc2c(c1)nc(-n1nc(C)cc1C)c1nnnn12,-1,-12,3.0,40,-4,3,-3,29,0.4,-3
Cc1ccc(CNC(=O)C(NS(=O)(=O)c2cccc3nsnc23)c2ccccc2)cc1 (configuration not stated),1,-0.2,-2.5,32,-2,-2,0,10,-0.5,-10
CC(=O)Nc1ccc(N/C=C(\C#N)S(=O)(=O)c2ccc(Cl)cc2)cc1,3,i,-1.4,5,-6,3,-5,15,-2.6,-7
Cc1ccc([C@H]2C[C@H](O)[C@@H](n3cc(-c4ccc(F)cc4)nn3)CN2Cc2cccs2)cc1,-1,-0.4,nt,nt,nt,nt,1,3,-1.9,nt
CC(C)(C)c1ccc(C(=O)NN=C2CCCC2)cc1,0,-0.2,-1.8,-7,0,-5,6,6,-2.3,-12
CCNC(=O)c1cc2c(=O)n3cccc(C)c3nc2n(CCc2ccccc2)c1=N,+,6.7,8.0,-12,-2,-4,19,9,-11,-13
Cc1cccc(/C(N)=N/OC(=O)c2cccs2)c1,-10,i,0.3,42,-2,-8,1,-11,18,nt
O=C(O)Cc1sc(Nc2cccc3ccccc23)nc1-c1ccccc1,2,5.7,-0.7,nt,-3,nt,-15,12,-0.3,-4
C[C@H](NC(=O)OCc1ccccc1)c1nnc([C@H](C)NC(=O)OCc2ccccc2)o1,-1,-0.8,-1.3,-4,0,nt,-10,3,-0.9,-14
CCCn1cc(S(=O)(=O)c2ccc(OC)cc2)c(=O)c2cc(OC)ccc21,3,i,0.8,11,-9,-5,3,19,9.4,-25
CCCn1c(SCC(=O)NCC(=O)Nc2ccc(F)c(F)c2F)nc2ccccc2c1=O,4,2.5,2.9,nt,3,nt,3,3,nt,-6
O=C(NC(Cc1ccccc1)c1nc2ccccc2[nH]1)c1ccc(Cl)c([N+](=O)[O-])c1 (configuration not stated),-2,i,-0.8,-8,-13,-1,2,7,nt,9
OC(c1ccccc1)(c1ccccc1)C1CCCN1 (configuration not stated),0,i,-5.6,12,3,1,1,0,-0.5,-22
CCC(C)C(NC=C1C(=O)OC(C)(C)OC1=O)C(=O)O (configuration not stated),3,1.2,-1.3,26,3,-3,3,18,nt,-11
CCC1CN(C(=O)N2CCC(C(=O)NCc3ccco3)CC2)c2cc(C)ccc2O1 (configuration not stated),3,-0.1,-0.5,-7,1,-2,6,-4,-2.3,4
COc1cccc(-c2cnc(C(O)c3ccc(F)c(C)c3)[nH]2)c1 (configuration not stated),4,i,nt,nt,nt,nt,nt,13,0.3,nt
Cc1cc(C)c(OCCCCN(C)C)c(Br)c1,10,3.1,-0.4,1,6,-11,6,-2,nt,7

# In another format: results already given
# Order of values: Mtb FBA inh	BH1578 lux ind	Mtb UGM inh	VHR inh abs	Rv3671c protease	3CLpro inhibitor	MazEF act	GDH-TPI counter	Mtb BioA inh	PriA SSB inh
Cc1cc(C)c(OCCCCN(C)C)c(Br)c1
→ 10	3.1	-0.4	1	6	-11	6	-2	nt	7
O=C(NC(Cc1ccccc1)c1nc2ccccc2[nH]1)c1ccc(Cl)c([N+](=O)[O-])c1 (configuration not stated)
→ -2	i	-0.8	-8	-13	-1	2	7	nt	9
CCC1CN(C(=O)N2CCC(C(=O)NCc3ccco3)CC2)c2cc(C)ccc2O1 (configuration not stated)
→ 3	-0.1	-0.5	-7	1	-2	6	-4	-2.3	4
CCCn1cc(S(=O)(=O)c2ccc(OC)cc2)c(=O)c2cc(OC)ccc21
→ 3	i	0.8	11	-9	-5	3	19	9.4	-25

# More results.
SMILES,Mtb FBA inh,BH1578 lux ind,Mtb UGM inh,VHR inh abs,Rv3671c protease,3CLpro inhibitor,MazEF act,GDH-TPI counter,Mtb BioA inh,PriA SSB inh
Cc1ccc(C)c(N2N=C(C(=O)OCc3nnc(-c4ccccc4)o3)CCC2=O)c1,7,-1.8,-1.6,nt,6,nt,-8,17,nt,-3
O=C(NCc1ccc(F)cc1)C(Cc1ccccc1)NS(=O)(=O)c1cccs1 (configuration not stated),4,i,4.3,17,-5,6,4,2,-1.1,-12
CCCCOc1ccc(OC(=O)c2cccnc2)cc1,0,3.1,1.8,5,7,-2,-1,0,8.7,-14
Cc1c(N/C(=N/S(=O)(=O)c2ccc(Cl)cc2)c2ccccc2)c(=O)n(-c2ccccc2)n1C,nt,nt,-0.2,2,3,-1,nt,nt,nt,nt
CCN(Cc1nc2ccccc2n1C)c1ccccc1,-2,-0.3,-0.4,10,4,-6,7,6,1.1,-4&-4
CCN1CCc2nc(SCC(=O)Nc3ccc(OC)cc3)c(C#N)cc2C1,2,i,2.0,28,-10,-2,10,-1,2.0,6
CCOC(=O)C1=C(O)/C(=C/c2ccc(-c3ccccc3C(=O)O)o2)SC1=Nc1ccc(OC)cc1,-4,i,nt,0,nt,0,-3,11,0.0,-9
COc1cccc2c(=O)n(CC(=O)Nc3cccc(F)c3)ccc12,2,-0.2,-4.2,19,3,0,-5,11,1.7,-14
O=C(O)c1cccc(NC(=O)c2ccccc2)c1,1,0.5,nt,nt,nt,nt,-2,-5,-0.3,1
CCOC(=O)C(CC(=O)Nc1nc(C(C)=O)c(C)s1)C(C)c1ccccc1 (configuration not stated),1,-0.5,-0.5,-9,-4,0,10,4,0.8,0
O=C(CC1C(=O)NCCN1Cc1cccc(F)c1)NCCCOc1cccnc1 (configuration not stated),-1,-0.4,-1.1,2,3,-2,11,-3,1.8,-13
Cc1nc2sccn2c(=O)c1S(=O)(=O)Nc1ccc(N2CCN(C)CC2)cc1,-1,-0.1,1.6,17,5,-3,-4,18,-1.8,-4
COc1ccc(Cc2noc(-c3ccc(OC)c(OC)c3)n2)cc1OC,-2,-14,-2.3,4,2,3,0,12,0.0,1
COc1ccc(Cn2c(O)c(/C=C3/C=CC=N3)c(=O)[nH]c2=O)cc1,1,-0.1,3.9,23,-6,-1,79*,-1,nt,nt
O=C(O)[C@H]1CCCC[C@H]1C(=O)Nc1ccc(Nc2ccccc2)cc1,6,i,0.2,18,2,-6,2,1,1.9,21
O=C(NCC(=O)N1CCCC(C(F)(F)F)C1)c1ccco1 (configuration not stated),-2,-2.7,-2.7,nt,-4,nt,-1,2,-0.4,-12
Cc1cccc(-n2ccc(=O)c(C(=O)O)n2)c1,-1,i,-0.9,-16,-1,2,-3,10,3.2,-11
O=C(O)c1ccccc1SCc1csc(-c2ccccc2)n1,-3,-0.3,3.1,12,-2,1,-1,-3,-0.2,0
O=C(N/N=C/c1ccncc1)c1ccc(-n2cccc2)cc1,3,-0.2,0.2,7,0,-2,1,3,18,nt
CN(Cc1ccccc1)C(=O)c1cccc(NC(=O)Cc2ccc(NC(=O)C3CCN(C(=O)CCc4ccccc4)CC3)cc2)c1,-2,i,nt,nt,nt,nt,-28,3,-0.2,-3
Cc1ccc(NC(=O)c2cnn(-c3ccccc3)c2NC(=O)c2ccco2)cc1C,-1,0.2,-4.0,6,-7,1,-2,7,0.7,6
COCCCNC(=O)CC1Oc2ccccc2NC1=O (configuration not stated),6,-0.2,2.8,19,2,-5,0,-10,-0.2,-5
CN(/N=C/c1ccc(N(C)C)cc1)C1=NS(=O)(=O)c2ccccc21,2,i,-0.1,2,-37,3,+,3,-2.5,nt
COc1ccccc1C(=O)NC(=O)COC(=O)c1oc2ccccc2c1C,-1,0.1,-2.6,nt,1,nt,11,14,0.2,-3

# Brought forward from above: 2 compounds, followed by the next part.
SMILES,Mtb FBA inh,BH1578 lux ind,Mtb UGM inh,VHR inh abs,Rv3671c protease,3CLpro inhibitor,MazEF act,GDH-TPI counter,Mtb BioA inh,PriA SSB inh
CN(/N=C/c1ccc(N(C)C)cc1)C1=NS(=O)(=O)c2ccccc21,2,i,-0.1,2,-37,3,+,3,-2.5,nt
COc1ccccc1C(=O)NC(=O)COC(=O)c1oc2ccccc2c1C,-1,0.1,-2.6,nt,1,nt,11,14,0.2,-3
CC(=O)c1c(C)[nH]c(C(=O)COC(=O)c2ccc(C)s2)c1C,-4,i,0.6,nt,4,nt,8,-5,-1.2,-8
COC(=O)c1ccc(Oc2cc(C)nc(NCc3ccccc3)n2)cc1,-7,-1.4,-0.4,17,-5,1,-2,9,-6.4,-8
Cc1ccc(S(=O)(=O)c2nnn(-c3cccc(F)c3)c2N)cc1,7,-0.1,0.5,8,-12,7,7,1,nt,-6
Cc1cccc(C)c1NC(=S)N/N=C1\CC2CC=CC12 (configuration not stated),0,-0.3,-1.2,27,-6,-2,5,1,4.6,nt
CC(=O)C[C@@H](O)CC(=O)[C@@H]1OC(=O)[C@@H](C)CCCCc2ccccc21,-1,0.6,nt,nt,4,nt,-4,-6,-0.2,-8
CCCCN1CC(COCc2ccccc2)Oc2cccc(Oc3ccc(C)cc3)c2S1(=O)=O (configuration not stated),-1,-1.1,nt,nt,nt,nt,-6,7,-1.7,-2
COc1ccccc1OCc1nc(C#N)c(N2CCC(C(N)=O)CC2)o1,1,i,-2.3,28,4,3,3,0,-0.3,-3
O=C(Nc1ccc(N2CCOCC2)cc1)c1ccccc1SCC(=O)N1CCCC1,-2,-0.4,-3.0,50,1,6,-47,-5,nt,2
O=C(N/N=C/c1ccc(N2CCOCC2)o1)c1ccccc1[N+](=O)[O-],-1,-0.5,-0.8,5,-1,4,-6,9,nt,nt
CS/C(=N\S(=O)(=O)c1cccs1)Nc1ccc(F)cc1,0,-0.4,-2.6,26,7,-2,4,3,nt,nt
Cc1ccccc1CN1C(=O)c2ccccc2Sc2ccc(C(=O)O)cc21,7,0.4,-0.8,-6,2,-2,-1,4,0.4,-2
O=C(COC(=O)c1cc(S(=O)(=O)N2CCCC2)ccc1O)Nc1ccc(SC(F)F)cc1,6,i,nt,nt,-12,nt,6,-4,0.3,-9
CCn1nnnc1-c1ccc(OC)c(S(=O)(=O)Nc2ccc(S(N)(=O)=O)cc2)c1,3,-0.5,-5.4,30,-3,2,3,-5,-0.1,7
COc1cc(/C=C/C(=O)OCC(=O)NCC(=O)Nc2cccc(C)c2C)ccc1OC(F)F,1,0.0,-1.0,nt,1,nt,-2,12,-1.5,8
COc1ccccc1CNC(=O)c1cc(C(C)=O)c[nH]1,2,-0.6,-2.6,12,2,4,-3,2,0.8,-9
CC(=O)Nc1cccc(/C(C)=N/NC(=O)c2cccs2)c1,0,0.8,0.5,8,-3,0,-4,5,6.8,nt
O=C1CCCCCN1C(=O)c1ccc(C(=O)N2CCCCCC2=O)cc1,0,i,-1.6,30,5,-4,8,0,0.2,-6
CC(C)n1c(C(=O)OCC(=O)NCc2ccc3c(c2)OCO3)cc2sccc21,0,-0.6,3.4,2,1,4,2,16,-4.5,7
CCOC(=O)C1=C(C)OC(N)=C(C#N)C1c1ccc(OC)c(CSc2ccccn2)c1 (configuration not stated),5,-0.3,1.5,4,5,1,4,17,nt,-1
Cc1ccc(-n2c(=O)c3sccc3n(CC(=O)NCc3ccco3)c2=O)cc1,-1,i,-0.2,-8,1,3,1,3,1.3,2
COCCCNCCCCOc1c(Cl)cc(C)cc1Br,0,i,-2.2,34,-5,0,4,7,0.5,-11
CCc1noc(C)c1C(=O)OCC(=O)Nc1nc(-c2ccc(F)c(F)c2)cs1,1,-0.4,-0.6,nt,-76,nt,2,8,-1.9,-9
